Source: PubChem (National Center for Advancing Translational Sciences (NCATS))
ERK EGF block = blocks ERK signaling stimulated by EGF. 0.41% of 130,000 active. HEK293-V1b, EGF-stimulated phospho-ERK AlphaScreen. Potency, µM (series often up to 11.5 µM), for inactives: at the highest dose activity change, negative = inhibition, hits mostly inhibitors; active = well fitted inhibition curve with a large enough effect; inconclusive = small, poorly fitted or top-dose-only effect, or effect the other way;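 note: plate controls were stimulated vehicle wells for no effect and unstimulated vehicle basal for full effect; nearly all actives have a fitted effect of over 55% in size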
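Homogeneous cell-based phospho-ERK assay: HEK293/V1b cells in 1% FBS, compound 30 min then EGF 5 min, AlphaScreen luminescence. Activity normalized between DMSO and 25 nM EGF controls; AC50 from Hill modelling.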
* marks the source's active call; other numbers are inactive results; ? = inconclusive; & = joins results of further samples; [ ] = remark or other dose. Potency is the fitted concentration of half-maximal effect. Only part of the results is shown; the hit share may differ from the screen's.

SMILES	ERK EGF block
CCOc1ccc(C(=O)NC(=S)Nc2ccccc2N2CCCCC2)cc1[N+](=O)[O-]	0.6%
Cc1ccnc(SCc2cc(=O)c(OC(=O)c3ccc(S(=O)(=O)N(C)C)cc3)co2)n1	0.8%
Cn1cc(CN2CCCCC2c2ccccn2)c(-c2ccc3c(c2)OCCO3)n1 (stereo not drawn)	-11.6%
COC(=O)CCc1c(C)c(C(=O)c2cc(F)c(F)c(F)c2F)c2ccccn12	?
Cc1ccc(C(C)C)cc1NC(=O)Nc1ccc([N+](=O)[O-])cc1	-8.5%[57.5 µM]
CC(C)NC(=O)N1CCCC2(CCN(C(=O)c3cccc(F)c3)CC2)C1	2.9%
C=CCC(C)(O)C#Cc1ccccc1 (stereo not drawn)	4.6%
Cc1ccc(NC(=O)c2cccs2)cc1NC(=O)c1cccnc1	-5.3%
COCCCNC(=O)c1ccc(CN2CCc3ccccc3C2)cc1	-20.1%
O=C1CCC(C(=O)OC(C(=O)c2c[nH]c3ccccc23)c2ccccc2)=NN1 (stereo not drawn)	-4.2%
CCNC(=S)N(Cc1c(C)noc1C)c1ccccc1	-2.2%
Cc1ccc(N2C(=O)NC(C(F)(F)F)(C(F)(F)F)C3=C2CC(C)(C)CC3=O)cc1	10.0%
Cc1cccc(NC(=O)/C(C#N)=C\c2cc(C)n(-c3ccc(C(=O)O)cc3)c2C)c1	-4.8%
COCCCn1c(SCC(=O)NCc2ccccc2)nc2ccccc2c1=O	-0.2%
CC1=NN(c2ccc(C)cc2C)C(=O)C1C(c1ccccc1O)C1C(=O)N(c2ccc(C)cc2C)N=C1C (stereo not drawn)	-5.5%
Cc1c(Cl)cccc1NC(=S)N(Cc1cccnc1)Cc1ccccc1Cl	2.5%
COc1c(F)c(F)c(C(=O)O)c(Nc2cc(C)cc(C)c2)c1F	-12.1%
CCOCCCn1c(SC(C(=O)Nc2cc(C)ccc2C)c2ccccc2)nnc1-c1ccc(Cl)cc1 (stereo not drawn)	3.8%
O=C(Nc1ccccn1)c1ccc(CN(c2ccccc2)S(=O)(=O)c2ccccc2)cc1	-12.2%
O=C1CCC/C1=C/Nc1cccc(F)c1	-1.6%[57.5 µM]
Cc1noc(C)c1C(=O)N1CCC2(CCCN(C(=O)Nc3cccc(F)c3)C2)CC1	9.0%
O=C(CN(CCc1ccccc1)S(=O)(=O)c1ccc(Br)cc1)N/N=C/c1ccccc1C(=O)O	-1.6%
Cc1nc(NC(=S)NC(=O)COc2ccc(Cl)cc2)ccc1Br	3.6%
COCCN(C(=S)Nc1cccc(Cl)c1C)C(C)c1ccco1 (stereo not drawn)	-11.8%[57.5 µM]
Cc1cc2c(ncn2Cc2ccccc2)c(N)c1C	-5.4%
(listing goes on)
SMILES	ERK EGF block
C=CCn1c(-c2ccccc2)nc(=S)c2c1CCCC2	6.2%[57.5 µM]
CCN(CC)S(=O)(=O)c1ccc(N2CCOCC2)c(NC(=O)C2CCCC2)c1	7.8%
CC1=C(C(=O)Nc2ccccc2)C(c2ccc(Cl)cc2)n2c(s/c(=C/c3cccc(OCC(=O)O)c3)c2=O)=N1 (stereo not drawn)	1.0%
CC(C)(C)c1ccc(C(CC(=O)O)NC(=O)CCCc2ccccc2)cc1 (stereo not drawn)	-2.4%[57.5 µM]
COc1ccccc1CN1CCNC(=O)C1CC(=O)NC1Cc2ccccc2C1 (stereo not drawn)	5.3%
COc1ccc(NCC(=O)N/N=C/C(C)c2ccccc2)cc1 (stereo not drawn)	4.2%
O=[N+]([O-])c1cccc(-c2nc(Oc3ccc(Cl)cc3)c3ccccc3n2)c1	-1.5%
Cc1cccc(NC(=O)CN2C(=O)N/C(=C/c3ccc(-c4cccc(C(=O)O)c4C)o3)C2=O)c1	0.7%
O=C(Cn1cc(C(F)(F)F)ccc1=O)NC(c1ccccc1)c1ccccc1	5.6%
C=CCNC(=O)c1ccccc1NC(=O)c1ccccc1C	1.3%
C[C@](N)(C(=O)O)c1ccc(-c2nn[nH]n2)cc1	-9.6%
Cc1ccc(NC(=O)Cn2cc(S(=O)(=O)c3ccc(F)cc3)c(=O)c3cc(F)ccc32)cc1	?
CCc1ccccc1NC(=O)c1ccc(NS(C)(=O)=O)cc1	-0.6%
O=C(CSc1nncc(=O)[nH]1)NCc1ccccc1	-5.8%
CCOC(=O)N1CCC(NC(=O)c2ccc3c(Cl)c4c(nc3c2)CCCC4)CC1	?
CCCCCCCCCCCCC(O)C(=O)O (stereo not drawn)	-5.3%
O=C(C/C=N\OCc1ccc([N+](=O)[O-])cc1)Nc1ccc(Br)cc1	-5.2%
COCCN=c1scc(C)n1/N=C/C1CC2C=CC1C2 (stereo not drawn)	-6.1%
O=C(/C=C/c1cccc([N+](=O)[O-])c1)Nc1ccccc1N1CCOCC1	-3.6%
O=C1CC(C(=O)Nc2ccc(Br)cc2)S/C(=N\N=C\c2ccco2)N1 (stereo not drawn)	-2.6%[57.5 µM]
Cc1cc(Nc2ccc(Br)c(C)c2)n2nc(C)nc2n1	-7.1%
COCCn1c(SCC(N)=O)nc2c(c1=O)SC(C)C2 (stereo not drawn)	3.3%
COCCn1c(=NC(=O)c2ccc(S(=O)(=O)N3CCc4ccccc4C3)cc2)sc2cc(OC)ccc21	4.9%
Cc1nn(C)cc1C1C2=C(CC(C)(C)CC2=O)OC2=C1C(=O)CC(C)(C)C2	5.7%
COC(=O)c1ccc(NC(=S)N2CCN(Cc3ccccc3OC)CC2)cc1	-7.3%
Next part.
SMILES	ERK EGF block
CCCCC(=O)OCC(=O)Nc1ccc(SC(F)F)cc1	-4.9%
C=CC(=O)N1C(=O)c2ccccc2S1(=O)=O	-12.0%
Cc1ccccc1OCC(=O)Nc1ccc2c(c1)n(C)c(=O)n2C	-2.2%
CC(C)Cc1cc(C(=O)N2N=C(C(F)F)CC2(O)C(F)F)c2ccccc2n1 (stereo not drawn)	-4.0%
Cc1cc(C)[n+](-c2ccc(F)cc2)c2[nH]c(=O)[nH]c(=O)c12	6.8%
O=C1OCCN1/N=C\c1ccc([N+](=O)[O-])o1	-6.7%[25.7 µM]
O=S1(=O)Cc2cc3ccccc3cc2C1	-8.9%
C=C(C)C1Cc2c(C)nn(-c3cccc4cccnc34)c2C1 (stereo not drawn)	3.5%[57.5 µM]
NC(=O)[C@@H]1CCCNc2c(I)cc([N+](=O)[O-])cc2C(=O)N[C@@H](Cc2ccccc2)C(=O)N[C@@H](Cc2cnc[nH]2)C(=O)N1	-0.9%
COc1cc(/C=N/NC(=O)CC2(C)OCCO2)cc(Br)c1O	-4.2%
CNC(=O)c1ccccc1NC(=O)C1CC(=O)N(c2ccc(OC)cc2)C1 (stereo not drawn)	0.8%
CCOP(=O)(OCC)C(NC(=O)Nc1ccc(Cl)c(Cl)c1)c1ccccc1 (stereo not drawn)	-11.4%
N=C1C(c2nc3ccccc3s2)=C(O)CN1NC(=O)c1ccccc1[N+](=O)[O-]	32.0%
CC(C)=CCCC1=CC[C@H](C(=O)O)[C@H](C(=O)O)C1	9.3%
CSCCC(NC(=O)c1ccco1)C(=O)OCc1cc([N+](=O)[O-])cc2c1OCOC2 (stereo not drawn)	?
Cc1cccc(C(=O)NCCN2CCOCC2)c1[N+](=O)[O-]	24.5%
O=C(Nc1c2c(nn1-c1ccc(F)cc1)CS(=O)C2)c1ccc(S(=O)(=O)N2CCOCC2)cc1 (stereo not drawn)	-6.8%
O=C(O)C1=C[C@H](c2ccc(Br)cc2)C[C@H](OCc2ccc(CO)cc2)O1	-12.3%[57.5 µM]
N#CC1(NC(=O)CN2CCc3ccccc3C2)CCCC1	-3.1%[57.5 µM]
COc1ccc2nc(NC(=O)Nc3cccc4ccccc34)sc2c1	2.6%
COC(C[C@@H]1O[C@H]1[C@@H](O)COCc1ccccc1)OC	-4.8%[57.5 µM]
O=C(CSc1nc(-c2cccs2)cc(C(F)(F)F)n1)Nc1cc(OCC(F)(F)C(F)F)cc([N+](=O)[O-])c1	-5.5%
O=C(/C=C\c1cccs1)c1c(O)ccc2ccc(=O)oc12	12.4%
CSc1ncc(OCc2ccccc2)c(=O)[nH]1	-5.4%[57.5 µM]
Cc1cc(C(=O)Nc2ncn(Cc3ccc(F)cc3)n2)ccc1[N+](=O)[O-]	-4.1%[57.5 µM]

Five compounds already listed, arranged by heavy-atom count, ascending:
SMILES	ERK EGF block
C=CC(=O)N1C(=O)c2ccccc2S1(=O)=O	-12.0%
COC(C[C@@H]1O[C@H]1[C@@H](O)COCc1ccccc1)OC	-4.8%[57.5 µM]
C=C(C)C1Cc2c(C)nn(-c3cccc4cccnc34)c2C1 (stereo not drawn)	3.5%[57.5 µM]
COc1ccc2nc(NC(=O)Nc3cccc4ccccc34)sc2c1	2.6%
CSCCC(NC(=O)c1ccco1)C(=O)OCc1cc([N+](=O)[O-])cc2c1OCOC2 (stereo not drawn)	?

In the list so far, 5 contain two or more sulfur atoms.
SMILES	ERK EGF block
Cc1ccnc(SCc2cc(=O)c(OC(=O)c3ccc(S(=O)(=O)N(C)C)cc3)co2)n1	0.8%
COCCn1c(SCC(N)=O)nc2c(c1=O)SC(C)C2 (stereo not drawn)	3.3%
COCCn1c(=NC(=O)c2ccc(S(=O)(=O)N3CCc4ccccc4C3)cc2)sc2cc(OC)ccc21	4.9%
O=C(Nc1c2c(nn1-c1ccc(F)cc1)CS(=O)C2)c1ccc(S(=O)(=O)N2CCOCC2)cc1 (stereo not drawn)	-6.8%
O=C(CSc1nc(-c2cccs2)cc(C(F)(F)F)n1)Nc1cc(OCC(F)(F)C(F)F)cc([N+](=O)[O-])c1	-5.5%

The list goes on:
SMILES	ERK EGF block
COc1ccc2cc(C#N)c(N3CCN(C(=O)c4ccccc4C)CC3)nc2c1	0.4%
Oc1ccc(O)cc1	3.3%&-4.0%
Cc1c([N+](=O)[O-])nnn1-c1cc(Cl)cc(Cl)c1	2.1%
CC(=O)c1ccc(NC(=O)CSc2ccc(-c3ccc4c(c3)OCO4)nn2)cc1	-3.8%
CC(C)=CC[N+]1(C)CCCCC1	-1.3%
O=C1Nc2ccc([N+](=O)[O-])cc2OC1CCN1CCN(Cc2ccccc2)CC1 (stereo not drawn)	5.6%
O=c1oc(Nc2ccccc2Cl)nc2ccccc12	-0.2%
COc1ccc(NC(=O)/C=C/c2cc(OC)c(OC)c(OC)c2)cn1	-5.2%
COc1ccc(CC(=O)Nc2nc3ccccc3[nH]2)cc1	7.3%[57.5 µM]
CS(=O)(=O)c1cccc(C(=O)Oc2ccccc2)c1	1.3%[57.5 µM]
O=C(CCc1nc2ccccc2s1)NC1CCOC1=O (stereo not drawn)	28.7%[57.5 µM]
CC(=O)NS(=O)(=O)c1ccc(NC(=O)c2ccc3c(c2)C(=O)N(CCC(C)C)C3=O)cc1	3.2%
CN[C@@H](CC(C)C)C(=O)N[C@@H]1C(=O)N[C@H](CC(N)=O)C(=O)N[C@@H]2C(=O)N[C@H]3C(=O)N[C@H](C(=O)N[C@H](C(=O)O)c4cc(O)cc(O)c4-c4cc3ccc4O)[C@H](O)c3ccc(c(Cl)c3)Oc3cc2cc(c3O[C@H]2O[C@@H](CO)[C@@H](O)[C@@H](O)[C@@H]2O[C@@H]2C[C@](C)(N)[C@H](O)[C@H](C)O2)Oc2ccc(cc2Cl)[C@@H]1O	1.3%[25.7 µM]
Cc1ccc(C)c(/C=N/Nc2nc3ccccc3c(=O)n2O)c1	1.5%[57.5 µM]
Cc1ccccc1-n1c(SCc2cccc(F)c2)nc2[nH]ncc2c1=O	4.6%
CNC(=S)NNC(=O)COc1ccc(C)c(C)c1	-0.5%
CCN(CC)C(=O)Cn1c(=O)n(-c2ccccc2)c(=O)c2sccc21	-9.0%
NC(=O)Cn1nc([N+](=O)[O-])nc1Oc1ccccc1F	-2.8%
Cc1csc(NC(=O)/C=C/c2ccc(C)o2)n1	-5.3%
Cc1ccc(C(=O)Nc2ccc(N3CCN(C(=O)c4ccco4)CC3)cc2)cc1	5.8%
COC(=O)C(C(=O)OC)C(Cc1cc(F)cc(F)c1F)NC=O (stereo not drawn)	-12.7%
CCN1CCN(c2nc(Nc3cccc(C)c3)nc(N)c2[N+](=O)[O-])CC1	-9.9%
COc1ccc(NC(=O)c2cn3c(nc4ccccc43)c(C#N)c2C)cc1	-7.7%[57.5 µM]
COc1ccc(CCN=CC2=C(O)CC(C)(C)CC2=O)cc1	-7.8%[57.5 µM]
CCOc1ccc(N=C2SC(C(=O)Nc3ccccc3C#N)C(N)=C2C(=O)Nc2ccc(Cl)cc2)cc1 (stereo not drawn)	3.1%

Reformatted: 2 of the compounds above
compound,ERK EGF block
COC(=O)C(C(=O)OC)C(Cc1cc(F)cc(F)c1F)NC=O (stereo not drawn),-12.7%
CCN1CCN(c2nc(Nc3cccc(C)c3)nc(N)c2[N+](=O)[O-])CC1,-9.9%

Gathered by group, the entries above with an NH in an aromatic ring
SMILES	ERK EGF block
O=C1CCC(C(=O)OC(C(=O)c2c[nH]c3ccccc23)c2ccccc2)=NN1 (stereo not drawn)	-4.2%
C[C@](N)(C(=O)O)c1ccc(-c2nn[nH]n2)cc1	-9.6%
O=C(CSc1nncc(=O)[nH]1)NCc1ccccc1	-5.8%
Cc1cc(C)[n+](-c2ccc(F)cc2)c2[nH]c(=O)[nH]c(=O)c12	6.8%
NC(=O)[C@@H]1CCCNc2c(I)cc([N+](=O)[O-])cc2C(=O)N[C@@H](Cc2ccccc2)C(=O)N[C@@H](Cc2cnc[nH]2)C(=O)N1	-0.9%
CSc1ncc(OCc2ccccc2)c(=O)[nH]1	-5.4%[57.5 µM]
COc1ccc(CC(=O)Nc2nc3ccccc3[nH]2)cc1	7.3%[57.5 µM]
Cc1ccccc1-n1c(SCc2cccc(F)c2)nc2[nH]ncc2c1=O	4.6%
